# Source: PubChem BioAssay
# hIAP block – human IAP inhibition. P09923. purified IAP, CDP-Star luminescence, 30 min. inhibition, % at 10 µM. 330,000 compounds, 0.12% hits. AID 2544;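 active = inhibition reaching a set limit with compound at 10 µM in the primary screen, cut at about 35% in these data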;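 note: plate controls were DMSO wells with enzyme for no effect and no-enzyme buffer wells for full effect; values of inactives mirror those of a sister screen read the other way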
# mIAP inh – blocks mouse intestinal alkaline phosphatase. AID 2806. inhibition, % at 10 µM. purified mouse IAP, CDP-Star luminescence, 30 min. 330,000 compounds, 0.2% hits;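 active = inhibition of at least 40% at 10 µM in the primary screen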;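 note: plate controls were DMSO with enzyme for no effect and no enzyme wells for full effect; values of inactives mirror those of a sister screen read the other way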
# APOBEC3A inh – blocks human APOBEC3A ssDNA deamination | P31941 | recombinant A3A, FAM/TAMRA ssDNA deamination fluorescence | inhibition, % at 20 µM | 330,000 compounds, 0.41% hits;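 active = at least 40% inhibition at 20 µM here, with at most 30% in a related deaminase screen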;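 note: plate controls were A3A with DMSO for no effect and wells lacking A3A enzyme for full effect; some results filed as inactive read as strong as hits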
# HKDC1 inh – inhibitors of human hexokinase HKDC1 | AID 493160 | recombinant HKDC1, G6PDH/diaphorase resazurin coupled fluorescence | inhibition, % at 20 µM | 340,000 compounds, 0.16% hits | Q2TB90;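 active = inhibition above about 35% when tested at 20 µM, limit read from the data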;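 note: plate controls were DMSO wells with enzyme for no effect and DMSO wells lacking enzyme for full effect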
# Target sequence (Q2TB90 whole entry, looked up): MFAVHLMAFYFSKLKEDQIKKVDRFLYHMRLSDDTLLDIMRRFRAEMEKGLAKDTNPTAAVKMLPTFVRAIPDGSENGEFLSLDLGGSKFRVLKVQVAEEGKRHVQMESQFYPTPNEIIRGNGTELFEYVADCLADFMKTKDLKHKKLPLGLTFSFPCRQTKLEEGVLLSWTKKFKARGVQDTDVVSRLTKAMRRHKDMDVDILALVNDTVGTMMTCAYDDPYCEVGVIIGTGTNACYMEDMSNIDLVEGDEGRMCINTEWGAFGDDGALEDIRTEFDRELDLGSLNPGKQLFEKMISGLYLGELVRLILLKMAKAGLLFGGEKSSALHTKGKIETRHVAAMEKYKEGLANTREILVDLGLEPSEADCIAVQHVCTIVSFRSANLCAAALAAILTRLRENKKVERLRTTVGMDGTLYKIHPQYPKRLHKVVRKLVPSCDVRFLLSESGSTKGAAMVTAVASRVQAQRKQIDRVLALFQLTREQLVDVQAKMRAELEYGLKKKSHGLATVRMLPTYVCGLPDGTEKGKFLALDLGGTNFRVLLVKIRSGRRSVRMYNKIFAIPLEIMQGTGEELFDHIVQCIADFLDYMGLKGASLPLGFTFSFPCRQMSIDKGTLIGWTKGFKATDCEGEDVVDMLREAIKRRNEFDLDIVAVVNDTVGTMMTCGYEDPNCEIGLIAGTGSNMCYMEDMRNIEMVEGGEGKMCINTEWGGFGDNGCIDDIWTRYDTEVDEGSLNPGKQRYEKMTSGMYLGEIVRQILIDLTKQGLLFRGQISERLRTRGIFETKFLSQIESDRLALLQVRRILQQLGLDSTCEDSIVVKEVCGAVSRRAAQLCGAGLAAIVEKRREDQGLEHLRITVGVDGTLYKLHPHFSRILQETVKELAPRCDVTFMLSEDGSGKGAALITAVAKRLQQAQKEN
#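 Test system: recombinant HKDC1 (HK5) hexokinase enzyme, produced in-house / Doses: 20 µM test compound, 1% DMSO / Timing: 90 min, room temperature / Detection: G6PDH/diaphorase-coupled fluorescence, 1 mM NADP, 100 µM resazurin, 525/613 nm / Control set: DMSO wells with and without enzyme mix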
# hIAP act – increases human intestinal alkaline phosphatase activity; activation factor at 10 µM; AID 2524; purified human IAP, CDP-Star luminescence, 30 min; hits give high values; 1 = vehicle-only enzyme, 0 = enzyme-free background; P09923; 330,000 compounds, 0.16% hits;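 active = activation factor of the enzyme at least 2-fold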; note: the source names both 10 and 20 µM as test concentration; values of inactives mirror those of a sister screen read the other way
# mIAP act – mouse IAP activation; 330,000 compounds, 0.24% hits; muIAP, CDP-Star luminescence, 30 min; hits give high values; 1 = vehicle-only enzyme signal, 0 = enzyme-free wells; activation factor at 10 µM;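 active = activation factor of at least 2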; note: the source names both 10 and 20 µM as test concentration; values of inactives mirror those of a sister screen read the other way
#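 Assay system: mouse IAP enzyme / Compound: DMSO-dissolved test compounds / Timing: 30 min, room temperature / Measured by: luminescence from enzymatic CDP-Star hydrolysis / Control set: DMSO-only wells, enzyme-free buffer wells as negative control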
# PfGluPho inh – PfG6PD (Plasmodium falciparum) enzyme inhibition | PfGluPho enzyme, NADPH resazurin-diaphorase fluorescence | inhibition, % at 20 µM | 350,000 compounds, 0.78% hits;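 active = inhibition reaching at least a set limit at 20 µM in the primary screen, cut at about 59% in these data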;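 note: 0% = DMSO wells with substrate and 100% = DMSO wells lacking glucose-6-phosphate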
# ATG4B inh – inhibitors of human ATG4B cysteine protease. Q9Y4P1. ATG4B cleavage of LC3-PLA2, NBD-HPC fluorescence, 1 h. inhibition, % at 8.33 µM. 340,000 compounds, 0.51% hits. AID 504462; in the data active = inhibition above about 40%
# Numbers without * were called inactive; x = no result given.
Structure	hIAP block	mIAP inh	APOBEC3A inh	HKDC1 inh	hIAP act	mIAP act	PfGluPho inh	ATG4B inh
O=C(N/N=C/c1ccccc1F)c1cccc2ccccc12	4	9	-2	3	0.96	0.91	-4	-5
Oc1cc(O)c2c(c1)O[C@H](c1ccc(O)c(O)c1)[C@@H](O)C2	28	78*	-6	-6	0.72	0.23	-7	2
COc1ccc(NC(=O)COC(=O)c2ccc3ccccc3n2)cc1	-2	6	-2	-1	1	0.94	-9	0
CCCCCCCCSc1n[nH]c(N)n1	-12	12	-1	-3	1.1	0.88	-17	2
CN(C)S(=O)(=O)N1CCC(CO)(Cc2cccc(C(F)(F)F)c2)CC1	2	-12	0	-7	0.98	1.1	7	26
Cc1ccsc1/C=N/Nc1cccc(C(=O)O)c1	13	4	-3	-7	0.87	0.96	1	8
Cc1cc(C)nc(SCC(CSc2nc(C)cc(C)n2)C(=O)O)n1	-11	-5	-2	-8	1.1	1	15	-6
Cc1onc(-c2ccccc2Cl)c1C(=O)Nc1ccc(-n2nncc2-c2ccco2)cc1	4	3	1	6	0.96	0.97	-4	13
Cc1ccc(N2C(=O)CC(Sc3ncn[nH]3)C2=O)cc1 (stereo not given)	8	14	-5	-8	0.92	0.86	1	-16
Cc1ccc(C(=O)NCCN2CCNC2=O)cc1	7	6	0	-5	0.93	0.94	1	-2
COc1ccc(N2C(=O)C3C(C2=O)C2C=CC3C23CC3)c([N+](=O)[O-])c1 (stereo not given)	11	5	0	12	0.89	0.95	1	-9
COc1ccc(S(=O)(=O)NCCc2csc(-c3cccnc3)n2)cc1	-14	-7	-1	-1	1.1	1.1	-3	8
N/C(=N\OC(=O)c1ccc(Cl)cc1Cl)c1ccccc1	-7	8	3	4	1.1	0.92	15	13
O=C(COc1ccc(Br)cc1CO)Nc1ccc(S(=O)(=O)N2CCCCC2)cc1	-2	-20	-3	3	1	1.2	1	-10
CSc1ccc(S(=O)(=O)N2CCC(C(=O)NCc3cccnc3)CC2)cc1	1	7	-2	-4	0.99	0.93	-8	-5
Cc1ccc(S(=O)(=O)N2CCN=C2SCc2cccnc2)cc1	5	1	0	-8	0.95	0.99	30	-4
O=C(Nc1ccc(Br)c2cccnc12)c1ccc(Cn2cc([N+](=O)[O-])cn2)o1	12	19	-3	5	0.88	0.81	9	1
CCCNS(=O)(=O)c1ccc(C(=O)NCC2CCCO2)cc1 (stereo not given)	-4	-7	-2	-8	1	1.1	-12	3
COCCn1nnnc1C(c1cc2ccc(C)cc2[nH]c1=O)N(Cc1ccco1)Cc1cccs1 (stereo not given)	7	3	-3	-2	0.93	0.97	4	-13
O=C(Nc1nnc(C2CCCO2)s1)c1cccs1 (stereo not given)	10	14	0	-2	0.9	0.86	-28	-2

# 13 entries out of the list, arranged by number of heavy atoms, highest first.
Structure	hIAP block	mIAP inh	APOBEC3A inh	HKDC1 inh	hIAP act	mIAP act	PfGluPho inh	ATG4B inh
COCCn1nnnc1C(c1cc2ccc(C)cc2[nH]c1=O)N(Cc1ccco1)Cc1cccs1 (stereo not given)	7	3	-3	-2	0.93	0.97	4	-13
Cc1onc(-c2ccccc2Cl)c1C(=O)Nc1ccc(-n2nncc2-c2ccco2)cc1	4	3	1	6	0.96	0.97	-4	13
O=C(COc1ccc(Br)cc1CO)Nc1ccc(S(=O)(=O)N2CCCCC2)cc1	-2	-20	-3	3	1	1.2	1	-10
O=C(Nc1ccc(Br)c2cccnc12)c1ccc(Cn2cc([N+](=O)[O-])cn2)o1	12	19	-3	5	0.88	0.81	9	1
CSc1ccc(S(=O)(=O)N2CCC(C(=O)NCc3cccnc3)CC2)cc1	1	7	-2	-4	0.99	0.93	-8	-5
CN(C)S(=O)(=O)N1CCC(CO)(Cc2cccc(C(F)(F)F)c2)CC1	2	-12	0	-7	0.98	1.1	7	26
Cc1cc(C)nc(SCC(CSc2nc(C)cc(C)n2)C(=O)O)n1	-11	-5	-2	-8	1.1	1	15	-6
Cc1ccc(S(=O)(=O)N2CCN=C2SCc2cccnc2)cc1	5	1	0	-8	0.95	0.99	30	-4
O=C(N/N=C/c1ccccc1F)c1cccc2ccccc12	4	9	-2	3	0.96	0.91	-4	-5
Oc1cc(O)c2c(c1)O[C@H](c1ccc(O)c(O)c1)[C@@H](O)C2	28	78*	-6	-6	0.72	0.23	-7	2
Cc1ccc(N2C(=O)CC(Sc3ncn[nH]3)C2=O)cc1 (stereo not given)	8	14	-5	-8	0.92	0.86	1	-16
O=C(Nc1nnc(C2CCCO2)s1)c1cccs1 (stereo not given)	10	14	0	-2	0.9	0.86	-28	-2
CCCCCCCCSc1n[nH]c(N)n1	-12	12	-1	-3	1.1	0.88	-17	2

# Additional entries.
Structure	hIAP block	mIAP inh	APOBEC3A inh	HKDC1 inh	hIAP act	mIAP act	PfGluPho inh	ATG4B inh
COc1ccc(N=C2S/C(=C\c3ccc(N4CCOCC4)o3)C(=O)N2CCc2c[nH]c3ccccc23)cc1	14	6	-14	x	0.86	0.94	x	x
CC1CCN(CCCn2c(=S)[nH]c3c(sc4ccccc43)c2=O)CC1	-8	4	-11	-6	1.1	0.96	25	-6
CCOC(=O)c1sc2ccccc2c1OC(=O)c1ccccc1	-3	6	4	0	1	0.94	7	11
Cc1ccc(N2CC(C(=O)N3CCN(Cc4ccc5c(c4)OCO5)CC3)CC2=O)cc1 (stereo not given)	5	12	-1	6	0.95	0.88	-14	6
Cc1ccc(NC(=O)c2ccc(CSc3nccc(C)n3)cc2)cc1	-9	3	-1	2	1.1	0.97	4	-10
COCCn1c(SCC(=O)Nc2cccnc2Cl)nc2ccccc21	19	7	-1	-6	0.81	0.93	6	-4
CCS(=O)(=O)c1ccc2c(c1)N(S(=O)(=O)c1ccc(OC)cc1)CC(C(=O)O)O2 (stereo not given)	-6	1	-2	-2	1.1	0.99	31	-2
Cc1ccc(CNC(=S)Nc2ccc(C)c([N+](=O)[O-])c2)cc1	9	7	-3	-6	0.91	0.93	0	8
COC(=O)CN(c1ccccc1)S(=O)(=O)c1ccccc1	-3	-16	3	-11	1	1.2	-3	-6
CCC(C)c1c(O)nc(SCC(=O)Nc2ccccc2)[nH]c1=O (stereo not given)	20	4	2	-3	0.8	0.96	-9	-4
O=C(CN1C(=O)c2cccc3cccc(c23)C1=O)N1CCCCCC1	13	1	2	-4	0.87	0.99	1	-10
c1ccc(-c2ccc(Oc3cc(N4CCOCC4)nc(-c4ccccc4)n3)cc2)cc1	13	5	-3	-5	0.87	0.95	6	3
COc1cc(NC(=S)N2CCN(CCO)CC2)cc(OC)c1	-20	-7	4	-1	1.2	1.1	-6	-2
O=C1NC(Cc2ccccc2)c2nc3ccc(Cl)cc3c(=O)n2-c2ccccc21 (stereo not given)	13	3	6	x	0.87	0.97	x	x
COc1cccc(-c2nc(C=O)cs2)c1	-18	-2	-1	-3	1.2	1	4	10
Cc1cc(CNC(=O)COC(=O)Cn2[nH]c(=O)c3ccccc3c2=O)cc(C)c1O	-3	-1	-2	-2	1	1	-8	-5
CCc1nnc(NC(=O)CSc2nc(C)c3c(c2C#N)CCCC3)s1	-14	2	-3	-11	1.1	0.98	-19	-7
N#CCCn1ncn(-c2ccccc2)c1=S	-15	4	-4	-4	1.1	0.96	-6	3
Cc1cc(OC(=O)N2CCOCC2)cc(C)c1Cl	12	8	4	-5	0.88	0.92	9	-4
Cc1ccc(OC(C)C(=O)Nc2ncc(Cl)cc2Cl)c([N+](=O)[O-])n1 (stereo not given)	-10	1	-1	-4	1.1	0.99	11	-5
COc1ccc(CNC(=O)c2cccs2)cc1	9	6	-3	-10	0.91	0.94	7	-2
Cn1c(N)c(C(=O)CCl)c(=O)n(Cc2ccccc2)c1=O	-4	2	-5	6	1	0.98	26	-9
CC[n+]1c(S(=O)(=O)[O-])ccc2ccc(C)cc21	20	4	-1	-8	0.8	0.95	-6	4
COC(=O)c1cc(NC(=O)CSc2nnc(CN3CCOCC3)n2C)ccc1Cl	-23	-8	2	4	1.2	1.1	10	-12
Cc1ccc(NC(=O)NCC(c2cccnc2)N2CCOCC2)cc1 (stereo not given)	-1	4	4	-3	1	0.95	-12	-16
O=C(COC(=O)c1ccc(O)cc1)Nc1ccc2c(c1)OCO2	1	2	-5	-3	0.99	0.98	12	5
CC(=O)NC(CC(=O)NNC(=O)C(C)Oc1ccccc1F)c1ccccc1 (stereo not given)	-9	3	-5	-2	1.1	0.97	-12	3
CCCC(=O)Nc1c2c(nc3ccccc13)N(c1ccccc1)CC2	3	-13	2	-1	0.97	1.1	-4	-2
COC(=O)C/C=C/N(Cc1ccccc1OC)S(=O)(=O)CCl	x	3	0	-1	x	0.97	4	-4
COCCN1C(=O)c2ccccc2C(C(=O)NCc2ccco2)C1c1c[nH]c2ccccc12 (stereo not given)	-2	-8	2	-2	1	1.1	-5	-9
O=C(O)c1ccc2cc[nH]c2c1	1	12	-2	-5	0.99	0.88	5	-3
COc1ccc(-n2c3c(c(=O)[nH]c2=O)C(NC(=O)c2ccncc2)(C(F)(F)F)C(=O)N3)cc1 (stereo not given)	4	4	-2	-11	0.96	0.96	-20	-5
COc1ccc(CNC(=O)C2Cc3ccccc3CN2C(=O)c2ccco2)cc1 (stereo not given)	-2	5	-2	-8	1	0.95	-7	1
O=C1N(Cc2cccnc2)C[C@@H]2C[C@@H](c3ccc(C(F)(F)F)cc3)N3CCC[C@@]123	2	-1	-2	3	0.98	1	-6	-9
CCC(=O)N1CCN(c2nc3ccccc3s2)CC1	6	-2	8	-2	0.94	1	-4	-3
COC(=O)c1cc(C(=O)N2CCN(C(=O)c3ccco3)CC2)cc([N+](=O)[O-])c1	10	-3	-2	-20	0.9	1	14	-4
CC(=O)c1sccc1NC(=O)c1ccccc1C(=O)O	4	-5	-3	1	0.96	1	-7	-2
COc1ccc(CNC(=O)c2cc(=O)c3ccc(C)c(C)c3o2)cc1	1	9	-7	3	0.99	0.91	-7	-8
Cc1ccccc1OCC(O)Cn1c(Br)nc2c1c(=O)n(C)c(=O)n2C (stereo not given)	10	10	-2	11	0.9	0.9	-4	-11
